Bioassay records (PubChem)
XIAP antagonists = small molecules displacing peptide from XIAP – biochemical, IAP family, fluorescence polarization (AID 1018) | one-dose displacement, % at 20 µM; IC50 in µM for titrated hits | hit rate 0.007% among 200,000 | XIAP BIR domain, fluorescence polarization peptide displacement; higher % means a stronger effect; in the data active means displacement above about 50%; further: a part of the inactive calls stands beside numbers as strong as those of hits
RSV antiviral HEp-2 = RSV antiviral activity via CPE protection, HEp-2 cells, primary 10 µM value included (AID 2391); HEp-2 cells, RSV-induced CPE inhibition; higher % means a stronger effect; one-dose CPE inhibition, % at 10 µM; IC50 in µM for titrated hits; hit rate 0.13% among 310,000; in the data active means a potency from the dose series; inconclusive means CPE inhibition mostly from about 23% at the one dose, without a potency; inactive means the rest, 99 in 100 with CPE inhibition below about 21%; further: strong numbers were not always called active
MgcRacGAP inhibition = MgcRacGAP GTPase-activating activity inhibitors, confirmation, biochemical, ADP Hunter fluorescence | AID 624330 | hit rate 0.6% among 340,000 | inhibition, % at 30 µM, or IC50 in µM where a hit was titrated | MgcRacGAP-stimulated Rac1 GTP hydrolysis, ADP Hunter fluorescence; higher % means a stronger effect; GST-tagged Rac1 F28L mutant substrate;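 active means first-screen hits whose inhibition reached a set limit at any dose in the follow-up dose series; inconclusive means inhibition above the set first-screen limit but never retested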;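 further: fluorescence reports GDP produced by GAP-driven GTP hydrolysis; strong numbers were not always called active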
HIV peptide binding = cell-free HIV fusion peptide-binding blockers – biochemical, uHTS, fluorescence dequenching, primary screen (AID 1986) | cell-free peptide binding, fluorescence dequenching, 30 min; higher % means a stronger effect | inhibition, % at 20 µM; hits with a dose series show IC50 in µM | hit rate 0.3% among 290,000; in the data active means inhibition mostly above about 52%, no sharp cut-off; inactive means mostly below about 76%; further: some results filed as inactive read as strong as hits
SV40 large T antigen = TAg ATPase/helicase activity blockers – biochemical (AID 1903) | SV40 large T antigen ATPase/helicase inhibition assay; higher % means a stronger effect | one-dose inhibition, % at 20 µM; IC50 in µM for titrated hits | hit rate 0.39% among 310,000; in the data active means a potency from the dose series; inconclusive means inhibition mostly from about 32% at the one dose, without a potency; inactive means the rest, 99 in 100 with inhibition below about 32%; further: strong numbers were not always called active
NS5 inhibitors = Dengue-2 NS5 methyltransferase inhibitors, primary screen, biochemical, confirmation dose response (AID 588689) | Dengue-2 NS5 methyltransferase capping enzyme assay, biochemical; higher % means a stronger effect | hit rate 0.3% among 340,000 | inhibition, % at 25 µM; hits with a dose series show IC50 in µM; in the data active means a potency from the dose series; inconclusive means inhibition above about 29% without an active follow-up result
AID2073 = disruptors of CaV2.2 binding to Mint1 – biochemical, HTRF (AID 2073); one-dose inhibition, % at 20 µM; IC50 in µM for titrated hits; HTRF protein-protein interaction, Mint1-CaV2.2; higher % means a stronger effect; hit rate 0.19% among 290,000; in the data active means inhibition mostly above about 51%, no sharp cut-off; inconclusive means no clear call, values can overlap the other calls; inactive means mostly below about 53%; further: some results filed as inactive read as strong as hits
Siah-1 displacement = blockers of Siah-1 interaction with plectin peptide – biochemical, fluorescence polarization, rhodamine-plectin, uHTS, primary screen (AID 1817); hit rate 0.02% among 290,000; one-dose displacement, % at 20 µM; IC50 in µM for titrated hits; Siah-1 / rhodamine-plectin peptide fluorescence polarization; higher % means a stronger effect;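 active means displacement of at least 50% at 20 µM, with a fluorescence ratio check between 0.3 and a set limit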;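 further: plate controls were Siah plus tracer with DMSO for no effect and tracer alone without Siah for full effect; strong numbers were not always called active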
LYP inhibition = inhibitors of LYP phosphatase, biochemical, fluorescence intensity, uHTS (AID 1779); recombinant LYP phosphatase, fluorescence intensity; higher % means a stronger effect; hit rate 0.054% among 290,000; inhibition, % at 11.5 µM; hits with a dose series show IC50 in µM; in the data active means inhibition above about 50%;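 further: plate controls were vehicle with enzyme for no effect and no enzyme for full effect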
NS5 inhibitors pilot replicate = second read-out of NS5 inhibitors, no call of its own (marks repeat the call); inhibition, %; measured here: pilot screen replicate inhibition
The depositor's hits bear a star; u = inconclusive; x = not tested or not shown.

SMILES | XIAP antagonists | RSV antiviral HEp-2 | MgcRacGAP inhibition | HIV peptide binding | SV40 large T antigen | NS5 inhibitors | AID2073 | Siah-1 displacement | LYP inhibition | others
Cc1ccc(C(=O)N2CCCC(CCC(=O)NCc3ccc(F)c(F)c3)C2)cn1 (configuration not stated) | x | x | -0.4% | -0.1% | x | 0.9% | 2.6% | 2.3% | -12.3%
CCC(CC)c1nnc(NC(=O)C2CC(=O)N(C3CCCC3)C2)s1 (configuration not stated) | x | 0.3% | -7.6% | 0.1% | 0.7% | -0.8% | 4.1% | 10.2% | -9.2%
Cc1ccc2c(CC(=O)NCC(=O)Nc3c(C)cccc3C)coc2c1 | x | -2.4% | 3.8% | x | 15.7% | 5.0% | x | x | x
S=C(NCCc1cccc(Cl)c1)NC1CCCCC1 | x | 0.1% | -0.9% | 0.3% | 17.6% | 1.3% | 2.5% | 2.9% | -1.3%
COCCCNC(=O)c1cn(-c2cccc(OC)c2)c(=O)c2ccccc12 | x | 0.7% | 0.5% | 0.6% | 17.1% | -11.9% | 7.1% | 0.2% | -7.7%
CC1(C)CC(=O)C=C(NC2=CC3OC(c4ccccc4)OCC3OC2=O)C1 (configuration not stated) | -3.9% | 1.2% | 20.1% | 0.9% | 9.1% | >100µM* | 26.6% | -1.1% | 2.5%
CCCCC#Cc1cncc(C(=O)N/N=C/c2ccccc2)c1 | x | x | 3.2% | 4.3% | 15.3% | -8.6% | 17.2% | -1.1% | -2.7%
CNc1nc(N/N=C/c2ccc([N+](=O)[O-])cc2)nc(Nc2ccccc2)n1 | -0.3% | 4.6% | 4.5% | -1.3% | 5.9% | 0.7% | 1.1% | -6.7% | -1.7%
CC(=O)c1ccc(NC(=O)C(C)Sc2nnc(C3CCCCC3)o2)cc1 (configuration not stated) | x | 1.7% | x | -0.1% | 4.1% | x | -3.5% | -0.3% | -11.6%
CCOc1ccc(S(=O)(=O)NCCc2cn3ccccc3n2)cc1 | x | 0.1% | 7.2% | 0.9% | 11.3% | 1.9% | 7.7% | 0.5% | -9.6%
CC(C)CC(=O)c1c[nH]c(C(=O)NCCCN2CCOCC2)c1 | -16.1% | 0.2% | 9.1% | -2.5% | 11.7% | 3.1% | -3.2% | 5.0% | 2.0% | NS5 inhibitors pilot replicate=-2.7
CCOC(=O)c1ccccc1NC(=O)c1ccc2nccnc2c1 | -6.6% | -1.1% | 5.5% | 19.3% | -26.0% | -0.8% | 70.5% | 18.5% | -2.4%
Cc1nc(CN(C)C(=O)c2ccccc2OC2CCN(S(C)(=O)=O)CC2)cs1 | -1.1% | 3.6% | 5.8% | 1.3% | -2.2% | -10.1% | -0.7% | 1.9% | -11.4%
O=C(C[n+]1ccccc1)Nc1ccc(Oc2ccccc2)cc1 | -1.0% | -0.3% | -3.6% | -1.6% | -1.4% | 3.1% | 4.5% | -0.3% | -7.4%
CCCSC1=C(C#N)C(c2ccc(Cl)cc2Cl)CC(=O)N1 (configuration not stated) | -5.1% | 6.0% | 3.0% | -0.8% | 5.0% | -1.4% | -0.3% | -5.3% | -0.1%
O=C(COC(=O)c1cc(Br)ccc1O)NC1CCCCCC1 | x | 0.8% | 1.0% | x | 11.4% | -7.2% | x | x | x
COc1ccc(CSc2nnc(C)n2N)cc1Br | -6.4% | 1.4% | 12.0% | 0.0% | -0.4% | 5.9% | 7.0% | -2.3% | -11.6%
Cc1ccc(NC(=O)C(C)c2ccc(-c3ccccc3)c(F)c2)cc1 (configuration not stated) | -3.8% | 7.3% | 11.9% | -0.2% | 7.5% | -2.2% | -5.4% | 0.8% | -1.0%
CCCCc1cc(=O)oc2c(CN3CCCC3)c(O)ccc12 | -4.9% | 0.3% | 5.0% | -1.5% | 10.2% | -7.4% | 23.7% | -1.3% | -27.3% | NS5 inhibitors pilot replicate=-4.2
COc1ccccc1NC(=O)/C=C\C(=O)O | -4.4% | -0.1% | 4.2% | -0.8% | 2.5% | -10.0% | 8.7% | -2.0% | -7.9%
COc1cccc(NC(=S)N2C3CCCC2CC(NC(=O)C2CC2)C3)c1 (configuration not stated) | x | -0.7% | 5.6% | -0.5% | -0.3% | -4.2% | -8.8% | 4.2% | -12.9%
O=C(CCCN1C(=O)/C(=C\c2cccs2)SC1=S)Nc1cccnc1 | -5.7% | 0.7% | 7.1% | 3.1% | 22.6% | -5.8% | -0.5% | 21.7% | 7.3%
O=C(O)c1ccc(NC(=O)c2ccccc2NC(=O)c2ccccc2Cl)cc1 | x | 1.2% | 3.8% | 2.3% | 8.8% | -6.9% | 11.5% | 7.9% | -5.1%
COc1cc(-c2ncc3ccccn23)cc(OC)c1OC | 0.7% | 0.4% | 123µM* | -1.8% | 0.4% | 2.1% | -9.4% | 3.8% | -6.3%
CC(=O)N(c1ccc(C(C)C)cc1)C1C=CS(=O)(=O)C1 (configuration not stated) | -4.2% | 1.7% | 4.9% | 0.0% | -4.9% | -5.4% | -7.1% | -0.5% | -8.5%
CCC(Sc1nc2ncccc2[nH]1)C(=O)N1CCOCC1 (configuration not stated) | x | 1.1% | 5.6% | 1.1% | 14.6% | -0.7% | 0.6% | 8.5% | -4.5%
CC(C)n1c(SCC(=O)N2CCN(C)CC2)nc2c1c(=O)n(C)c(=O)n2C | x | 0.6% | 2.2% | -0.7% | -3.4% | -4.8% | 19.6% | -4.8% | -1.9%
Cc1ccc(N=Cc2c(O)c3ccccc3n(C)c2=O)cc1 | x | 2.4% | x | -0.2% | 8.3% | -5.9% | 14.2% | -2.2% | 3.7%
Cc1cc(C)n(-c2cc(O)c(-n3nc(C)cc3C)cc2O)n1 | -8.6% | -1.2% | -1.2% | -0.4% | 2.9% | x | 3.7% | -1.5% | -4.0%
CCn1c(Cc2ccccc2)nnc1SCC(=O)N1CCCC1=O | x | 1.5% | 10.1% | 1.6% | 25.9% | -9.4% | 4.4% | 1.5% | -5.0%
CC(=O)Nc1ccc(S(=O)(=O)NCCC(=O)Nc2ccc(C)c(Cl)c2)cc1 | -7.2% | 1.4% | 6.5% | -0.6% | 7.2% | 0.0% | -3.8% | 15.9% | -8.0%
CC(=O)c1cccc(NC(=O)N2CCCC2C(=O)NCc2ccc(C)cc2)c1 (configuration not stated) | -3.5% | 1.5% | 9.2% | 3.6% | -4.5% | -5.6% | 1.8% | -0.8% | -2.4%
Cc1nc2ccc(C(=O)N3CCN(c4ccccc4)CC3)cc2s1 | -5.1% | 3.4% | 10.5% | 0.3% | 3.2% | -9.7% | -1.2% | -3.1% | -6.7%
Cc1nc2ncnn2c(C)c1CCC(=O)NCCCN1CCN(c2cccc(Cl)c2)CC1 | -2.4% | -2.4% | 1.2% | 0.4% | 15.1% | -12.9% | -0.6% | -3.7% | -2.7%
COc1ccc(/C=C/C(=O)c2ccc(OC)cc2OC)cc1 | -0.3% | 16.1% | -11.8% | -1.0% | 0.7% | 7.2% | 21.4% | 12.2% | -0.3%
O=C(Oc1c(-c2ccccc2)c(=O)n2c3c(cccc13)CC2)c1ccc(Cl)cc1 | x | 2.4% | 9.3% | 0.2% | 2.7% | -4.7% | 4.2% | -6.8% | -1.5%

Random excerpt: 3 entries already listed
SMILES | XIAP antagonists | RSV antiviral HEp-2 | MgcRacGAP inhibition | HIV peptide binding | SV40 large T antigen | NS5 inhibitors | AID2073 | Siah-1 displacement | LYP inhibition | others
Cc1cc(C)n(-c2cc(O)c(-n3nc(C)cc3C)cc2O)n1 | -8.6% | -1.2% | -1.2% | -0.4% | 2.9% | x | 3.7% | -1.5% | -4.0%
Cc1nc2ncnn2c(C)c1CCC(=O)NCCCN1CCN(c2cccc(Cl)c2)CC1 | -2.4% | -2.4% | 1.2% | 0.4% | 15.1% | -12.9% | -0.6% | -3.7% | -2.7%
CC(=O)c1cccc(NC(=O)N2CCCC2C(=O)NCc2ccc(C)cc2)c1 (configuration not stated) | -3.5% | 1.5% | 9.2% | 3.6% | -4.5% | -5.6% | 1.8% | -0.8% | -2.4%

The listing continues.
SMILES | XIAP antagonists | RSV antiviral HEp-2 | MgcRacGAP inhibition | HIV peptide binding | SV40 large T antigen | NS5 inhibitors | AID2073 | Siah-1 displacement | LYP inhibition | others
O=C(OC(c1ccccc1)c1nccc2ccccc12)c1cc([N+](=O)[O-])cc([N+](=O)[O-])c1 (configuration not stated) | -6.2% | 0.8% | 10.3% | 0.9% | -0.3% | 2.2% | -0.8% | 0.2% | 5.3%
O=C(NNc1ccccc1)/C(=C\c1cccnc1)NC(=O)c1ccccc1 | x | 4.9% | 7.5% | -2.2% | 8.5% | -3.1% | -8.9% | -0.6% | -5.6%
Cc1ccc2c(CC(=O)O)coc2c1 | -2.5% | 2.4% | -1.5% | -0.3% | 2.0% | -2.2% | 4.2% | -1.9% | -5.4%
Cc1nc2ccc(S(=O)(=O)NC(C(=O)N3CCn4c3nc3ccccc34)C(C)C)cc2s1 (configuration not stated) | -2.5% | 1.5% | 3.3% | 0.2% | 6.6% | -5.9% | 5.3% | 5.7% | -8.9%
CN(Cc1ccc(F)cc1)Cc1nc(-c2ccccc2)no1 | x | 3.0% | 9.2% | 0.8% | 5.7% | -9.1% | 12.8% | 10.6% | -5.5% | NS5 inhibitors pilot replicate=-3.0
CCN1C(=O)/C(=C/c2ccc(C)s2)NC1=S | -4.9% | 1.1% | 14.3% | 0.3% | 11.9% | -10.3% | -43.4% | 0.1% | -5.4%
O=C(CCc1nnc(C2CCCCC2)o1)NCc1cccc(-n2cccn2)c1 | -6.9% | 2.3% | 11.5% | -0.6% | 4.3% | -8.5% | 5.8% | 3.9% | -5.1%
C=CCn1c(SCc2csc(-c3ccc(Cl)cc3)n2)nnc1-c1ccccc1OC | -0.4% | 20.3% | 9.6% | 1.1% | 8.7% | 0.7% | 1.4% | 0.2% | 3.5%
CCCCCC[C@@H]([C@@H](C)O)n1cnc2c(N)ncnc21 | x | 1.8% | 5.3% | x | 2.7% | -7.3% | x | x | x
CC(C)NC(=O)c1ccccc1NC(=O)/C=C/c1cccc([N+](=O)[O-])c1 | -3.2% | 1.8% | 5.2% | 0.7% | -1.0% | 7.0% | 2.5% | -3.8% | 3.6%
Fc1ccccc1-c1nc(-c2ccncc2)no1 | x | u | 0.7% | -1.0% | 9.8% | -2.4% | 4.9% | 13.4% | -12.5%
CC(C)(C)c1n[nH]c(=S)n(/N=C/c2cccs2)c1=O | 3.2% | 1.4% | 0.6% | -3.0% | -10.1% | -6.6% | -15.1% | 6.7% | 0.6%
FC(F)(F)c1nnc2c(Sc3ccccn3)nc3ccccc3n12 | -1.2% | 3.9% | 8.6% | -4.5% | 2.5% | -18.3% | -5.7% | -6.1% | -1.2% | NS5 inhibitors pilot replicate=-1.2
COc1ccc(NC(=O)CSc2nc(SC)ns2)cc1 | x | 1.5% | 1.4% | 1.2% | 9.8% | -1.8% | 8.3% | -2.8% | -7.5%
O=C(Nc1cc(C(F)(F)F)ccc1N1CCOCC1)c1ccc(Br)o1 | -7.8% | -1.0% | 1.8% | 0.3% | 10.7% | -4.1% | 2.8% | 0.4% | -9.6%
COc1ccc(/C=C/C(=O)NC(=S)Nc2ccccc2)cc1OC | x | -1.0% | 1.6% | 1.5% | 9.6% | -3.3% | -7.3% | 1.2% | 5.4%
